CHO-K1 Ca antag – M1 antagonist counterscreen hit in parental CHO-K1 cells; ATP-induced calcium, Fluo-8 fluorescence; hit rate 0.6% among 360,000; inhibition, % at 3 µM;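 active = inhibition above a per-plate cutoff, the plate's mean sample inhibition plus 3 SD, cut at about 24% in these data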;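 also: 0% = DMSO plus EC80 ATP and 100% = DMSO alone without ATP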
M1 ag – agonists of human M1 muscarinic receptor; AID 588814; P11229; activation, % at 3 µM; CHO-K1 hM1, Fluo-8 calcium fluorescence, agonist mode; 0% DMSO, 100% acetylcholine EC100; hit rate 0.33% among 360,000;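 active = activation above the run's mean compound activation plus 3 SD, cut at about 16% in these data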;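 also: peak over basal fluorescence ratio within a 140 s kinetic read after compound addition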
Target sequence (P11229 whole entry, looked up): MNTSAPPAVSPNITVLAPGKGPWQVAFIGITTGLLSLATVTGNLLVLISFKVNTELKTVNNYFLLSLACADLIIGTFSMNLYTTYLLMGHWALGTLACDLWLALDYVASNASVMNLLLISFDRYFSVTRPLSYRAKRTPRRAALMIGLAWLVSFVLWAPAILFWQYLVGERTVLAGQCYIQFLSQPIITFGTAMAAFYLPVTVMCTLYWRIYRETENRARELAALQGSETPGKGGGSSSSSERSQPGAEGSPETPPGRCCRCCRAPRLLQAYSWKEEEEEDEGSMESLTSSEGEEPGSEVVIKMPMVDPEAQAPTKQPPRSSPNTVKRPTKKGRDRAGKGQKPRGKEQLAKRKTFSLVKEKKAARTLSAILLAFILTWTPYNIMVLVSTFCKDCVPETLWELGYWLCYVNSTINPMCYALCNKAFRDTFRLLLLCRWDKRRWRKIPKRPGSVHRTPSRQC
TAAR1 agonist – agonists of human TAAR1; CHO RD-HGA16 TAAR1, Fluo-8 calcium fluorescence; vehicle wells 0%, saturating PEA agonist 100%; activation, % at 3 µM; hit rate 0.99% among 360,000; AID 624467;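 active = activation above the mean activation of all test compounds in the run plus 3 SD, cut at about 38% in these data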
Target sequence (Q96RJ0 whole entry, looked up): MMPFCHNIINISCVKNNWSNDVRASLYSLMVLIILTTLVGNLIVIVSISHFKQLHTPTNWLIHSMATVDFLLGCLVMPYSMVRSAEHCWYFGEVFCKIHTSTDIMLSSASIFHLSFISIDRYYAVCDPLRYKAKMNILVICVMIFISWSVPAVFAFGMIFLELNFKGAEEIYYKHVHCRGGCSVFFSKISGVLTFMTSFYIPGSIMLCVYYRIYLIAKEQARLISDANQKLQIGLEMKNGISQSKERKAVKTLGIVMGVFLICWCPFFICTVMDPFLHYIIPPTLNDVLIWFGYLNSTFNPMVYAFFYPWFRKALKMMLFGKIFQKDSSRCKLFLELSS
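test system = CHO RD-HGA16 cells carrying human TAAR1 plus Gα16 | schedule = 17-24 h seeding, 75 min 37 °C dye, 30 min RT | compound dosing = 3 µM single concentration | control set = DMSO and PEA EC100 | replicates = n 1 | signal = Fluo-8 fluorescence, 5 s baseline then 140 s kinetic read | measure = percent activation vs PEA EC100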
OXTR potentiator – potentiates the human oxytocin receptor response. CHO-OTR cells, Fluo-8 calcium fluorescence, potentiator mode; 0% = oxytocin EC15, 100% = EC100. activation, % at 3 µM. hit rate 0.061% among 320,000;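 active = activation above that plate's cutoff, the mean activation of tested compounds plus 3 SD, cut at about 6.6% in these data, passing the limit was not always enough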;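 also: 100% uses oxytocin at 75 nM as the full agonist control; some results filed as inactive read as strong as hits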
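Material: CHO-OTR cells, human receptor; compound dosing: single dose, 3.0 µM nominal final compound concentration; schedule: 6 min compound pre-incubation at room temperature, 100 s kinetic read; measured by: kinetic Fluo-8 calcium fluorescence; read-out basis: % activation vs EC15 and EC100 oxytocin; controls: EC15 oxytocin alone as 0%, 75 nM oxytocin as 100%; replicates: singlicate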
CHO-K1 Ca PAM – nonselective activator or artifact in parental CHO-K1 calcium assay. hit rate 0.02% among 360,000. ATP EC20, Fluo-8 calcium fluorescence; 0% at ATP EC20, 100% at ATP max. activation, % at 3 µM. AID 602247;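 active = activation above the run cutoff, the mean activation of all test compounds plus 3 SD, cut at about 40% in these data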;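 also: peak over basal fluorescence ratio in a 140 s read after ATP addition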
V1aR counter – counter-screen for oxytocin receptor agonists: human V1a receptor agonists; P37288; CHO-V1R cells, Fluo-8 calcium fluorescence, agonist mode; 0% DMSO, 100% 3 nM vasopressin; activation, % at 3 µM; hit rate 0.25% among 320,000;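 active = activation above the mean activation of all tested compounds plus 3 SD, per screening run, cut at about 20% in these data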;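 also: signal is peak over basal fluorescence ratio across a 100 second FLIPR read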
TAAR1 antag – antagonists of human TAAR1 | CHO RD-HGA16 TAAR1, Fluo-8 calcium fluorescence, antagonist | inhibition, % at 3 µM | hit rate 1.5% among 360,000;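 active = inhibition above a per-plate cutoff, the mean inhibition of test compounds on that plate plus 3 SD, cut at about 49% in these data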;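 also: 0% = DMSO plus EC80 beta-PEA response and 100% = DMSO alone without agonist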
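System: RD-HGA16 CHO cells with stable hTAAR1 and Gα16 | Probe or stimulus: EC80 β-phenethylamine stimulus | Dosing: 3 µM, single point | Times: Dye loading 75 min at 37 °C, then 30 min room temperature | Measured by: Fluo-8 calcium-sensitive fluorescence | Read-out basis: % inhibition of agonist calcium response | Replicates: n of 1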
CHO parental Ca – counter-screen for OX1R antagonists: effect in parental CHO cells; hit rate 0.63% among 330,000; inhibition, % at 5.6 µM; parental CHO-K1, ATP-induced calcium, Fluo-8 fluorescence; AID 463079;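 active = inhibition above that plate's mean sample inhibition plus 3 SD, cut at about 26% in these data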;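 also: 0% = ATP-challenged DMSO wells and 100% = DMSO wells without ATP; some compounds past the cut are filed as inactive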
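Measured by: calcium-sensitive Fluo-8 fluorescence / Test system: CHO parental line / Controls: ATP-challenged DMSO wells low, unchallenged DMSO wells high / Measure: % inhibition / Compound: single nominal dose of 5.6 µM per compound / Replicates: single well per compound, no replicates / Reagent: ATP as calcium-mobilizing challenge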
M1 ag parental – M1 agonist counterscreen hit in parental CHO-K1 cells; Fluo-8 calcium fluorescence; scaled to maximal ATP response, vehicle zero; activation, % at 3 µM; hit rate 0.48% among 360,000; AID 602248; in the data active = activation above about 15%;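 also: untransfected CHO-K1 host cells lacking M1 receptor as counterscreen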
* marks the source's active call; other numbers are inactive results.

For COc1cc2nc3n(c(=O)c2cc1OC)-c1cc2ccccc2cc1C(=O)NC3CC(C)C (centres undefined) the results were CHO-K1 Ca antag 7, M1 ag -7, TAAR1 agonist 9, CHO-K1 Ca PAM 2, TAAR1 antag -3 and M1 ag parental 1.3.
For Cc1ccc(S(=O)(=O)Nc2cc(=O)[nH]c(SCC(=O)Nc3cccc(C)c3)n2)cc1 the results were CHO-K1 Ca antag -9, M1 ag -4, TAAR1 agonist 1, OXTR potentiator -7, CHO-K1 Ca PAM 2, V1aR counter 2.0, TAAR1 antag -22, CHO parental Ca -5 and M1 ag parental 0.5.
Screening O=C(Oc1coc(CSc2nnc(NC(=O)C3CC3)s2)cc1=O)c1c(F)cccc1F returned CHO-K1 Ca antag -13, M1 ag -2, TAAR1 agonist 5, OXTR potentiator 1, CHO-K1 Ca PAM 17, V1aR counter 0.8, TAAR1 antag 5, CHO parental Ca -18 and M1 ag parental 2.1.
CC(Sc1nc2ccccc2c(=O)n1Cc1ccco1)C(=O)c1ccccc1 (centres undefined) was read as CHO-K1 Ca antag -12, M1 ag -1, TAAR1 agonist 10, OXTR potentiator 2, CHO-K1 Ca PAM 8, V1aR counter -0.8, TAAR1 antag -7, CHO parental Ca -19 and M1 ag parental 0.1.
`COc1ccccc1-n1cnnc1SCC(=O)Nc1nc(C)c(Cl)cc1Cl` gave CHO-K1 Ca antag -16, M1 ag -4, TAAR1 agonist 4, OXTR potentiator -6, CHO-K1 Ca PAM 31, V1aR counter 8.2, TAAR1 antag 4, CHO parental Ca 4 and M1 ag parental 3.5.
Screening Cc1ccc2nc(-c3ccc(NS(C)(=O)=O)cc3)cc(-c3ccccc3)c2c1 returned CHO-K1 Ca antag -10, M1 ag -6, TAAR1 agonist 11, OXTR potentiator -1, CHO-K1 Ca PAM 17, V1aR counter 1.6, TAAR1 antag 9, CHO parental Ca -8 and M1 ag parental 0.9.
COc1ccc([N+](=O)[O-])c(S(=O)(=O)c2ccc(Cl)cc2)n1 was read as CHO-K1 Ca antag 7, M1 ag -2, TAAR1 agonist -3, OXTR potentiator -13, CHO-K1 Ca PAM 11, V1aR counter -1.7, TAAR1 antag 8, CHO parental Ca 46* and M1 ag parental 4.2.
For O=C(CC[C@H]1O[C@@H](n2cnc3c(NC(=O)c4ccccc4)ncnc32)[C@H](O)[C@@H]1O)NCC(c1ccccc1)c1ccccc1 the results were CHO-K1 Ca antag 14, M1 ag -2, TAAR1 agonist -1, CHO-K1 Ca PAM -3, TAAR1 antag -3 and M1 ag parental -0.1.
Screening O=c1[nH]c(/C=C\c2cccc(O)c2)nc(O)c1[N+](=O)[O-] returned CHO-K1 Ca antag -11, M1 ag -3, TAAR1 agonist 4, OXTR potentiator -1, CHO-K1 Ca PAM 26, V1aR counter -0.4, TAAR1 antag -8, CHO parental Ca 3 and M1 ag parental 0.9.
`COc1cc(N2CCCC2)c(OC)cc1/C=C(/C#N)c1ccc(Br)cc1` gave CHO-K1 Ca antag 6, M1 ag -3, TAAR1 agonist 16, OXTR potentiator -8, CHO-K1 Ca PAM -3, V1aR counter 3.8, TAAR1 antag 6, CHO parental Ca 7 and M1 ag parental 0.5.
Screening Cc1ccc(/C=c2\sc3n(c2=O)CN(c2cccc(Br)c2)CN=3)o1 returned CHO-K1 Ca antag -8, M1 ag -2, TAAR1 agonist 15, OXTR potentiator -3, CHO-K1 Ca PAM 20, V1aR counter -0.2, TAAR1 antag -5, CHO parental Ca 0 and M1 ag parental 0.1.
Screening Cc1c(OCC(=O)NCc2ccccn2)ccc2c3c(c(=O)oc12)CCCC3 returned CHO-K1 Ca antag -6, M1 ag -2, TAAR1 agonist 0, OXTR potentiator -5, CHO-K1 Ca PAM 14, V1aR counter -1.2, TAAR1 antag -12, CHO parental Ca -19 and M1 ag parental 0.4.
Cc1n[nH]c(C)c1S(=O)(=O)N1CCCC(C(=O)Nc2ccc(Br)cc2)C1 (centres undefined) was read as CHO-K1 Ca antag -6, M1 ag 1, TAAR1 agonist 6, OXTR potentiator -11, CHO-K1 Ca PAM 12, V1aR counter 6.8, TAAR1 antag 14, CHO parental Ca -8 and M1 ag parental 11.
Screening O=C(NC12CC3CC(CC(C3)C1)C2)c1cc([N+](=O)[O-])ccc1Cl returned CHO-K1 Ca antag 4, M1 ag -5, TAAR1 agonist 7, OXTR potentiator -6, CHO-K1 Ca PAM -18, V1aR counter -1.4, TAAR1 antag 0, CHO parental Ca -5 and M1 ag parental -0.1.
N#Cc1ccc(NC(=O)COC(=O)c2ccc(F)c(S(=O)(=O)N3CCOCC3)c2)cc1 was read as CHO-K1 Ca antag -6, M1 ag 2, TAAR1 agonist 4, OXTR potentiator -7, CHO-K1 Ca PAM -1, V1aR counter 2.9, TAAR1 antag -6, CHO parental Ca -11 and M1 ag parental 0.4.
O=C(Oc1ccccc1C(=O)N1CCOCC1)c1ccc(F)cc1 was read as CHO-K1 Ca antag 1, M1 ag -3, TAAR1 agonist 1, OXTR potentiator 0, CHO-K1 Ca PAM -7, V1aR counter -1.4, TAAR1 antag -36, CHO parental Ca -10 and M1 ag parental -0.1.
`COc1cc(C(=O)NNC(=O)c2ccc3c(c2)OCCO3)cc(OC)c1OC` gave CHO-K1 Ca antag -7, M1 ag -1, TAAR1 agonist 4, OXTR potentiator 3, CHO-K1 Ca PAM 13, V1aR counter 1.4, TAAR1 antag -6, CHO parental Ca -3 and M1 ag parental 0.8.
`Cc1cc(C)c(S(=O)(=O)N2CCN(C(=O)CCOc3ccccc3C)CC2)c(C)c1` gave CHO-K1 Ca antag -9, M1 ag -4, TAAR1 agonist 8, OXTR potentiator 2, CHO-K1 Ca PAM 11, V1aR counter -0.8, TAAR1 antag 3, CHO parental Ca -16 and M1 ag parental 0.2.
`Oc1ccc(/C=N/n2c(-c3ccco3)csc2=Nc2cccnc2)c(O)c1` gave CHO-K1 Ca antag 11, M1 ag -6, TAAR1 agonist 0, OXTR potentiator -9, CHO-K1 Ca PAM 14, V1aR counter 1.9, TAAR1 antag -20, CHO parental Ca -15 and M1 ag parental 8.8.
`O=C(C(O)c1ccccc1)N1N=C(c2ccccc2)CC1(O)C(F)(F)F` (centres undefined) gave CHO-K1 Ca antag -6, M1 ag -1, TAAR1 agonist 12, CHO-K1 Ca PAM 2, TAAR1 antag -4 and M1 ag parental 0.8.
Screening COc1ccc2cc3cc(C(=O)NCc4ccc5c(c4)OCO5)oc3nc2c1 returned CHO-K1 Ca antag 0, M1 ag -2, TAAR1 agonist 9, OXTR potentiator -8, CHO-K1 Ca PAM 12, V1aR counter 0.7, TAAR1 antag 8, CHO parental Ca -16 and M1 ag parental 1.0.
For CC(C)c1nnc(SCC(=O)Nc2ccc3c(c2)OCCO3)n1C the results were CHO-K1 Ca antag -17, M1 ag -10, TAAR1 agonist 6, OXTR potentiator 7, CHO-K1 Ca PAM 14, V1aR counter 1.0, TAAR1 antag 4, CHO parental Ca -5 and M1 ag parental 0.1.
Screening COc1ccc(N=C2SC(C(N)=O)CC(=O)N2Cc2ccc3c(c2)OCO3)cc1 (centres undefined) returned CHO-K1 Ca antag -9, M1 ag -2, TAAR1 agonist 7, OXTR potentiator -7, CHO-K1 Ca PAM 11, V1aR counter 1.9, TAAR1 antag 3, CHO parental Ca -9 and M1 ag parental 2.7.
O=C(Cc1ccccc1)N1CCN(C(=O)c2ccco2)CC1 was read as CHO-K1 Ca antag -10, M1 ag -3, TAAR1 agonist 0, OXTR potentiator -6, CHO-K1 Ca PAM 13, V1aR counter 0.6, TAAR1 antag -13, CHO parental Ca -1 and M1 ag parental 0.4.
For CCOC(=O)C1CCCc2c1[nH]c1c(C(=O)O)cccc21 (centres undefined) the results were CHO-K1 Ca antag -16, M1 ag -3, TAAR1 agonist 5, OXTR potentiator -5, CHO-K1 Ca PAM 19, V1aR counter -0.1, TAAR1 antag 6, CHO parental Ca -6 and M1 ag parental 0.3.
Clc1ccc(-c2nnc(SCc3nc(-c4ccccc4)no3)o2)cc1 was read as CHO-K1 Ca antag -2, M1 ag -2, TAAR1 agonist 0, OXTR potentiator -8, CHO-K1 Ca PAM 13, V1aR counter 2.0, TAAR1 antag -10, CHO parental Ca -7 and M1 ag parental 0.3.
COc1ccc2c(c1)CCCN2C(N)=Nc1ccc(Cl)cc1 was read as CHO-K1 Ca antag -7, M1 ag -10, TAAR1 agonist 6, OXTR potentiator -17, CHO-K1 Ca PAM -14, V1aR counter 5.2, TAAR1 antag 21, CHO parental Ca -24 and M1 ag parental 7.4.
COC(=O)Cc1ccc(NC(=S)NCc2ccccc2OC)cc1 was read as CHO-K1 Ca antag -10, M1 ag -9, TAAR1 agonist 2, OXTR potentiator -4, CHO-K1 Ca PAM 24, V1aR counter 0.2, TAAR1 antag 8, CHO parental Ca -8 and M1 ag parental -0.1.
`CCOc1ccc(S(=O)(=O)Nc2ccc(S(=O)(=O)N3CCCC3)cc2)cc1` gave CHO-K1 Ca antag -12, M1 ag -2, TAAR1 agonist 1, OXTR potentiator -1, CHO-K1 Ca PAM 18, V1aR counter 0.7, TAAR1 antag 12, CHO parental Ca -30 and M1 ag parental 1.2.
`COc1cccc(NS(=O)(=O)c2ccc3c(c2)NC(=O)CC(=O)N3)c1` gave CHO-K1 Ca antag 3, M1 ag -2, TAAR1 agonist 1, OXTR potentiator -3, CHO-K1 Ca PAM -13, V1aR counter 0.1, TAAR1 antag -16, CHO parental Ca -11 and M1 ag parental 0.3.
Screening C=CCc1c(C)nc(C)nc1N/N=C/c1ccc(N(C)C)cc1 returned CHO-K1 Ca antag 12, M1 ag -4, TAAR1 agonist 12, OXTR potentiator -8, CHO-K1 Ca PAM -10, V1aR counter -0.9, TAAR1 antag -27, CHO parental Ca -16 and M1 ag parental -0.4.
For CCOc1ccc(NC(=O)CN2CCN(CC(=O)Nc3ccc(C(N)=O)cc3)CC2)cc1 the results were CHO-K1 Ca antag -7, M1 ag -3, TAAR1 agonist -1, CHO-K1 Ca PAM 10, TAAR1 antag -10 and M1 ag parental 0.6.
For CCN(C[C@H]1N[C@@](CC)(C(=O)OC)[C@H]2C(=O)N(C)C(=O)[C@@H]12)S(=O)(=O)c1ccc(-c2ccccc2)cc1 the results were CHO-K1 Ca antag -23, M1 ag 0, TAAR1 agonist 2, OXTR potentiator -11, CHO-K1 Ca PAM 17, V1aR counter 1.3, TAAR1 antag 1, CHO parental Ca -19 and M1 ag parental 2.7.
